Screening results as filed in PubChem BioAssay.
MT stabilize HCS – microtubule stabilizers in HeLa cells, primary screen, imaging, high-content imaging. % tubulin-high responders, % at 10 µM. AID 2205, 2009. HeLa tubulin immunostaining HCS, 24 h; share of cells brighter than vehicle mean+2SD. 200,000 compounds, 0.83% hits;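 active = plate Z-score above 3 for both tubulin-high and condensed-nucleus cell shares, with cell loss under 80%, at 10 µM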;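 also: anti alpha tubulin signal scored within the nucleus-defined area of each cell; some results filed as inactive read as strong as hits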
Insulin prom up – insulin promoter activators in MIN6 cells, imaging, high-content screening, mouse beta cells; MIN6 insulin promoter-GFP reporter; active compounds read high; z-score at 5 µM; 190,000 compounds, 0.3% hits;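 active = z-score above 3 at 5 µM with at least 500 cells counted in the well; inconclusive = wells under 500 cells, flagged as cytotoxic or low count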
T cell modulator – modulators of CD8 T cell-vesicle binding, primary screen, mouse 2C CD8+ T cells, flow cytometry | AID 2052, 2009 | 330,000 compounds, 0.068% hits | calls only at 7 µM | 2C CD8+ T cell-vesicle binding; active compounds read low;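 active = response, share of CD8 T cells binding vesicles, and their 90th percentile fluorescence all below set limits, cut at about 80% in these data, passing the limit was not always enough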
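System: murine 2C transgenic CD8+ T lymphocytes; also added: QL9-loaded Drosophila micro-vesicles; times: binding 1.5 h at 37 °C; measured by: flow cytometry, PE anti-B7-1 (FL2) versus Alexa647 anti-CD8 (FL8), PFA-fixed; control set: Peptide-free naked vesicles (low) and QL9 vesicles with 0.7% DMSO vehicle (high)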
West Nile virus CPE – West Nile virus antiviral activity, cell-based, CPE readout (AID 1621); CPE inhibition, % at 10 µM, or IC50 in µM where a hit was titrated; West Nile virus-infected cells, CPE inhibition; higher % means a stronger effect; 290,000 compounds, 0.02% hits; in the data active = a potency from the dose series; inconclusive = CPE inhibition mostly from about 3.7% at the one dose, without a potency; inactive = the rest, 99 in 100 with CPE inhibition below about 2.2%; also: strong numbers were not always called active
Lipid droplet – inhibitors of hepatocyte lipid droplet formation, primary screen, imaging, high-throughput imaging, BODIPY stain. AML12 mouse hepatocytes, oleate lipid droplets. inhibition, % at 6.5 µM. 240,000 compounds, 0.4% hits;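 active = lipid droplet intensity inhibited by at least 50%, with more than 500 cells counted; inconclusive = wells with under 300 cells, treated as cytotoxic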
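material = mouse AML12 hepatocyte cell line, fixed after treatment | also added = 100 µM oleic acid challenge | doses = compound at 6.5 µM only | schedule = overnight exposure | technique = Image-based BODIPY and DAPI two-channel analysis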
Myeloid diff MLP – induction of myeloid progenitor differentiation, primary screen, cell-based, flow cytometry, MLPCN library. 360,000 compounds, 1% hits. AID 624256, 2012. ER-HoxA9 myeloid progenitors, lysozyme-GFP differentiation. calls only at 10 µM;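 active = normalized GFP-positive differentiation at or above the plate's own cutoff, the solvent-only control mean plus 3 SD; inconclusive = no clear call, values can overlap the other calls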;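 also: cells exposed to compound for four days before flow analysis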
WT yeast gro inh – growth inhibition of WT strain, primary screen, mitochondrial fusion inhibitor project, WT and mutant strains, chemical genetic; mitochondrial fusion phenotypic screen; inhibition, % at 10 µM; 190,000 compounds, 2.1% hits; AID 1362, 2008; in the data active = inhibition above about 58%; tested in S. cerevisiae
Autophagy HCS – autophagy modulators in MEF cells, primary screen, imaging, high-content, MEF GFP-LC3; MEF GFP-LC3 puncta imaging; test concentration mostly 10 µM; calls only at 10 µM (by protocol); 190,000 compounds, 0.98% hits;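 active = percentage of spot-positive cells more than 3 SD above its plate mean, without a fluorescence outlier flag or 80% toxicity; inconclusive = no clear call, values can overlap the other calls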;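 also: spot-positive cell cutoff set from DMSO-treated cells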
bCat nuc transl – modulators of beta-catenin nuclear translocation, primary screen, imaging, HeLa cells, immunofluorescence, high-content. nuclear translocation activity, % at 5 µM. 190,000 compounds, 0.3% hits. AID 1665, 2009;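 active = nuclear translocation activity above 50% at 5 µM, with a well cell count of 50 or more; inconclusive = wells under 50 cells across six images, flagged as toxic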;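 also: per-cell ratio of nuclear to cytoplasmic median beta-catenin stain intensity; plate controls were DMSO negative control for no effect and GSK-3 inhibitor IX positive control for full effect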
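System: Human HeLa cells, endogenous beta-catenin | Compound dosing: 5 µM primary, 0.02–20 µM confirmation | Timing: 24 h compound exposure at 37°C, 5% CO2 | Measured by: Fluorescence imaging of beta-catenin antibody stain plus DAPI | Read-out basis: % activation of per-cell nuclear versus cytoplasmic median beta-catenin signal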
WT yeast gro inh mutant strain – also measured in WT yeast gro inh; calls as there; inhibition, %; mitochondrial fusion phenotypic screen, mutant strain inhibition
Insulin prom up cell count – further read-out of Insulin prom up, marked with its call; cell count; measured here: cytotoxicity, nuclei count;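 total cells summed across four imaged fields per well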
Lipid droplet cells 6.5 µM – further read-out of Lipid droplet, marked with its call; cell count; measured here: cell count, cytotoxicity flag;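 cells counted across two imaged fields per well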
bCat nuc transl cell count 5 µM – also measured in bCat nuc transl; calls as there; cell count; measured here: cell count, cytotoxicity flag
T cell modulator vesicle-bound % – recorded beside T cell modulator, whose call it bears; double positive events, %; measured here: CD8+ vesicle-bound cell fraction;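 binding gate set so that unloaded-vesicle control wells show 10% double positive cells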
MT stabilize HCS Hoechst-high % – further read-out of MT stabilize HCS, marked with its call; % Hoechst-high responders; measured here: nuclear condensation Hoechst responders;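 share of cells brighter than vehicle mean plus two SD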
MT stabilize HCS cytotoxicity % – further read-out of MT stabilize HCS, marked with its call; toxicity, %; measured here: cytotoxicity by cell density;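 0% = mean cell density of plate MIN control wells and 100% = no cells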
Autophagy HCS cell loss 18 h – further read-out of Autophagy HCS, marked with its call; toxicity, %; measured here: cell loss, nuclei count;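 cell loss after 18 h compound exposure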
Myeloid diff MLP GFP+ MAC1+ % – also measured in Myeloid diff MLP; calls as there; GFP+ MAC1+ double positive, %; measured here: differentiation confirmed by MAC1 staining
* marks the source's active call; other numbers are inactive results; i = inactive; ? = inconclusive; nt = not tested or not shown; + = active, no number.

SMILES	MT stabilize HCS	MT stabilize HCS Hoechst-high %	MT stabilize HCS cytotoxicity %	Insulin prom up	Insulin prom up cell count	T cell modulator	T cell modulator vesicle-bound %	West Nile virus CPE	Lipid droplet	Lipid droplet cells 6.5 µM	Myeloid diff MLP	Myeloid diff MLP GFP+ MAC1+ %	WT yeast gro inh	WT yeast gro inh mutant strain	Autophagy HCS	Autophagy HCS cell loss 18 h	bCat nuc transl	bCat nuc transl cell count 5 µM
CCC1(CC)C(=O)C(C)(C)C(=O)OC1c1cccs1 (stereo unspecified)	3.1	1.0	0.0	nt	nt	i	6	-0.1%	16	734	i	0.4	9	5	i	-5	nt	nt
O=C(/C=C/c1cccc(Cl)c1)Nn1c(-c2cccs2)nc2ccccc2c1=O	2.5	1.8	0.4	nt	nt	i	49	1.7%	-7	638	i	0.0	-8	-7	i	-4	-1.9	1118
O=C(c1ccc(F)cc1)n1c(=S)nc2ccccn21	nt	nt	nt	0.3	1417	i	26	0.1%	23	698	i	0.7	nt	nt	nt	nt	-2.3	1171
C/C(CC(=O)Nc1ccc(Cl)cc1Cl)=N\NC(=O)c1cnccn1	nt	nt	nt	0.13	1024	i	35	-0.2%	8	723	i	0.9	nt	nt	nt	nt	1.3	1321
COc1ccc(NC(=O)c2cccnc2N2CCOCC2)cc1	1.8	1.4	5.7	-0.31	1531	i	17	0.1%	4	668	i	0.4	-4	1	i	11	-5.3	1141
CN(c1ccc(C(=O)Nc2ccc(F)cc2F)cc1)S(=O)(=O)c1ccccc1	nt	nt	nt	nt	nt	i	11	-0.5%	-24	672	i	1.6	nt	nt	nt	nt	nt	nt
CC(C)(C)OC(=O)N1CCN(C(=O)[C@H](Cc2ccc(O)cc2)n2cc(CCO)nn2)CC1	1.1	1.0	2.4	0.36	1405	i	33	0.1%	2	690	i	1.2	-5	14	i	-13	-1.7	1318
Cn1ncc(N2CCN(C(=O)c3ccc(Cl)cc3)CC2)c(Cl)c1=O	2.0	1.5	8.1	1.3	1531	i	64	1.5%	2	620	i	1.1	-14	-21	i	-13	-4.2	1051
CC12CC3CC(C)(C1)CC(CN)(C3)C2	3.9	2.1	10	-0.75	1279	i	34	-0.2%	nt	nt	i	0.7	3	6	i	2	-4.8	955
CCc1c(C(=O)N2CCOCC2)csc1C	2.9	1.7	6.0	0.24	1236	i	61	0.7%	-3	787	i	4.5	-8	-2	i	-14	3.8	481
Cc1ccc(S(=O)(=O)Nc2ccc(NC(=O)c3cccs3)cc2)cc1	4.0	1.6	11	0.44	1618	i	5	-0.7%	14	657	i	1.0	-11	14	i	37	-0.3	915
O=S(=O)(NC(=S)NC1CCCCC1)c1ccccc1	3.1	2.0	6.0	0.3	1472	i	17	0.0%	21	719	i	1.2	3	10	i	2	-4.6	1057
Cc1cc(C)nc(NS(=O)(=O)c2ccc(NS(=O)(=O)c3ccc(C#N)cc3)cc2)n1	nt	nt	nt	nt	nt	i	35	0.0%	2	812	i	1.2	nt	nt	nt	nt	nt	nt
CC(OC(=O)CCc1ccccc1)C(=O)Nc1ncc(Cl)cc1Cl (stereo unspecified)	nt	nt	nt	nt	nt	i	6	0.2%	-1	787	i	0.6	nt	nt	nt	nt	nt	nt
Cc1ccc(CN2C(=O)N/C(=C\c3ccc(N4CCOCC4)cc3)C2=O)cc1	7.7	2.8	8.4	nt	nt	i	45	-0.7%	-9	548	i	0.0	-4	-15	i	2	-2.0	964
CCOC(=O)C1CCN(S(=O)(=O)c2ccc(OCC)cc2)CC1	3.2	1.9	6.4	0.04	1326	i	16	0.2%	1	747	i	1.2	6	1	i	0	-0.4	1117
Cc1c(NC(=O)Nc2cccc(Cl)c2)c(=O)n(-c2ccccc2)n1C	2.1	3.4	5.9	0.44	1048	i	58	0.9%	nt	nt	i	5.0	8	-1	i	-14	-0.1	1153
COc1ccc(NC2CCCN(C(=O)CCc3ccccc3F)C2)cc1 (stereo unspecified)	nt	nt	nt	nt	nt	i	56	-0.7%	-12	753	i	1.4	nt	nt	nt	nt	nt	nt
CC(=O)Nc1sc2c(c1CN1CCN(c3ccc(F)cc3)CC1)CCCC2	1.9	2.4	8.5	-1.5	857	i	48	-0.4%	19	837	i	1.0	22	-4	i	2	nt	nt
CN(CCC#N)C(=O)c1cc2c(s1)-c1ccccc1SC2	nt	nt	nt	nt	nt	i	54	-1.1%	-9	788	i	0.1	nt	nt	nt	nt	nt	nt
Cc1nnc(NC(=O)CSc2nc(CC(C)C)nc3c2c(=O)n(C)c(=O)n3C)s1	2.4	1.3	5.8	nt	nt	i	20	0.1%	5	329	i	1.0	-12	-8	i	5	-1.4	1134
COc1ccc2[nH]c(=O)c(CN(c3ccc(C)c(C)c3)S(C)(=O)=O)cc2c1	3.3	0.7	3.6	-0.25	1446	i	43	-1.6%	10	725	i	0.1	-15	2	i	17	1.3	1091
COc1ccc2cc(C(=O)Nc3c(C)n(C)n(-c4ccccc4)c3=O)sc(=O)c2c1OC	2.5	1.0	2.9	-0.08	1328	i	38	nt	2	672	i	1.3	4	5	i	19	3.1	1028
CCC(=O)NC(=S)Nc1ccc(S(=O)(=O)NC(C)C)cc1	2.4	1.5	7.1	0.04	1566	i	58	0.2%	nt	nt	i	6.8	2	2	i	1	-1.3	1469
O=[N+]([O-])c1cc(-c2cnc3ccccc3n2)ccc1Oc1ccc(Br)cc1	1.7	1.5	1.4	nt	nt	i	39	-1.0%	nt	nt	i	1.2	2	-29	i	1	nt	nt
Next part:
SMILES	MT stabilize HCS	MT stabilize HCS Hoechst-high %	MT stabilize HCS cytotoxicity %	Insulin prom up	Insulin prom up cell count	T cell modulator	T cell modulator vesicle-bound %	West Nile virus CPE	Lipid droplet	Lipid droplet cells 6.5 µM	Myeloid diff MLP	Myeloid diff MLP GFP+ MAC1+ %	WT yeast gro inh	WT yeast gro inh mutant strain	Autophagy HCS	Autophagy HCS cell loss 18 h	bCat nuc transl	bCat nuc transl cell count 5 µM
Cc1cccc(C(=O)NNC(=O)c2c(O)c3ccccc3n(C)c2=O)c1	nt	nt	nt	nt	nt	i	26	0.0%	-6	752	i	3.0	nt	nt	nt	nt	nt	nt
Cc1ccc(Nc2nc(=O)c3cccnc3s2)c(Br)c1	nt	nt	nt	0.15	1047	i	20	0.6%	0	691	+	4.8*	nt	nt	nt	nt	0.2	1369
CC1Cc2nc(SCC(=O)NCC3CCCO3)n(C)c(=O)c2S1 (stereo unspecified)	nt	nt	nt	nt	nt	i	64	0.1%	-1	804	i	0.3	nt	nt	nt	nt	nt	nt
COc1cc(C(=O)NCCOc2ccccc2C)cc(OC)c1OC	nt	nt	nt	nt	nt	i	4	-1.0%	10	894	i	1.0	nt	nt	nt	nt	nt	nt
COc1ccc(CN(Cc2cccnc2)S(=O)(=O)c2ccc(-n3cnnn3)c(OC)c2)cc1	nt	nt	nt	nt	nt	i	33	-1.1%	-3	715	i	0.4	nt	nt	nt	nt	nt	nt
CCOC(=O)/C=C1\SCC(=O)N1CC(=O)Nc1cccc(F)c1	3.5	2.2	8.2	-0.35	1590	i	3	-0.2%	5	680	i	0.5	6	0	i	-16	-3.3	1134
N#Cc1nc(-c2ccccc2F)oc1NCc1cccc2c1OCO2	3.5	2.9	2.3	0.46	1803	i	12	1.4%	14	592	i	8.4	9	-4	i	-3	-2.7	1126
O=C(Nc1ccc2c(c1)CCC2)c1cccc(F)c1	6.0	3.6	5.0	-0.02	1301	i	46	-0.7%	-1	664	i	0.7	-3	-6	i	-4	nt	nt
Cc1occc1C(=O)N/N=C/c1cccnc1	1.7	1.2	6.2	nt	nt	i	18	-0.7%	nt	nt	i	2.0	15	6	i	1	nt	nt
CS(=O)(=O)N(CC(=O)Nc1ccccc1C(=O)N1CCCC1)c1ccc2c(c1)OCO2	2.1	1.9	6.5	1.1	1305	i	30	-0.4%	-14	737	i	0.0	5	2	i	1	-0.6	1129
O=C1CSC(=NC2CCCCC2)N1	4.0	3.3	5.4	0.29	1049	i	55	0.0%	-13	799	i	0.8	84*	47*	i	16	-3.9	1177
Cn1c(=O)c2c(SCC(=O)N3CCCc4ccccc43)nc(CC(C)(C)C)nc2n(C)c1=O	9.3	1.3	12	0.14	1100	i	55	nt	-12	749	i	2.9	55	-2	?	nt	-2.6	1188
COc1cccc(C(=O)NCc2ccco2)c1OC	nt	nt	nt	nt	nt	i	56	-0.2%	-3	858	i	0.6	nt	nt	nt	nt	nt	nt
CCCS(=O)(=O)N1CCN(c2cc3c(cc2[N+](=O)[O-])n(C)c(=O)n3C)CC1	3.6	1.8	3.5	-0.91	1162	i	38	-0.4%	5	679	i	0.3	-3	5	i	-31	-0.9	1177
Cc1ccc(N=Nc2c(C)[nH]n(-c3ccccc3)c2=O)cc1Br	nt	nt	nt	nt	nt	i	64	-0.8%	42	790	i	0.4	nt	nt	nt	nt	nt	nt
C=C(C)CSc1nc(N)c2c3c(sc2n1)CCC3	3.0	3.9	6.7	0.12	1209	i	39	0.4%	nt	nt	i	4.5	0	12	i	-8	1.8	1167
CCOC(=O)c1c(S(=O)(=O)Nc2ccc(C)cn2)c(C)n(C)c1C	nt	nt	nt	nt	nt	i	24	-0.4%	0	736	i	2.5	nt	nt	nt	nt	nt	nt
